# Bioassay records as filed in PubChem.
# SMN2 splice enh: SMN2 splice variant enhancement. 210,000 tested, 2.8% active. HEK293 SMN2-luciferase splicing reporter, luminescence, 30-36 h. Potency, µM (top dose mostly 46.1 µM), for the others: at the top dose activity change, positive = activation, usual class: activators; also: % of control where 0% means no effect; nearly all actives have a fitted effect of over 55% in size
#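 HEK293 cells carry an SMN2 minigene-luciferase reporter in which exon 7 inclusion puts luciferase in frame. Cells were seeded at 2000 cells/well, attached for 10-12 hours, then exposed to compounds for 30-36 hours at 37C before ONE-Glo luminescence.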
# GAA glycogen: inhibitors or activators of human alpha-glucosidase glycogen cleavage. 300,000 tested, 0.38% active. P10253. Potency, µM (highest dose often 76.4 µM), without a hit: at the top dose activity change, negative = inhibition, usual class: inhibitors. recombinant GAA, glycogen substrate, Amplex Red glucose oxidase fluorescence;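 also: 0% = full enzyme reaction and -100% = no-enzyme basal signal; the screen sought inhibitors and activators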
#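 Recombinant human enzyme (4 nM); glycogen substrate; 37 C, 40 min, pH 5.0. Readout: coupled glucose oxidase/Amplex Red fluorescence.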
# Numbers without * were called inactive; u = inconclusive; [ ] = dose if it differs, or a comment. Calls follow the shape of the dose curve; as a rule, active = well fitted curve in the direction sought with a large enough effect; inconclusive = small, poorly fitted or top-dose-only effect, or another doubt; inactive = no such curve, though single readings can be large; an effect the other way counts as inactive or inconclusive. Potency is read from the fitted curve at half-maximal effect. Some of the compounds tested, so the mix of outcomes need not match the whole.
# Every second line gives: SMN2 splice enh	GAA glycogen
> COc1cc(NC(=O)CCc2c(C)nc3c4c(C)cc(C)nc4nn3c2C)cc(OC)c1
  -3.1%	3.1%[76.3 µM]
> Cc1ccc(Oc2nc3c(c(=O)n(Cc4ccccc4Cl)c(=O)n3C)n2C)cc1C
  u	11.6%[76.3 µM]
> CCOC(=O)CN1C(=O)C(O)(CC(=O)c2cc(OC)ccc2OC)c2ccccc21 (configuration not stated)
  -8.8%	-1.1%[76.3 µM]
> CCOc1ccc(S(=O)(=O)c2cn(CC)c3ccc(F)cc3c2=O)cc1
  -2.9%	12.2%[76.3 µM]
> CCOc1ccc2nc(N3CCCC(C(=O)NCCc4ccc(OC)cc4OC)C3)sc2c1 (configuration not stated)
  14.1µM*	-2.6%[76.3 µM]
> CCOc1ccc(Nc2cc(C)c(C#N)c3nc4ccccc4n23)cc1
  4.7%	15.6%[76.3 µM]
> COc1ccc(OC)c(NC(=O)N2CCC3(CC2)Oc2ccccc2C(=O)N3Cc2ccccc2F)c1
  -16.9%	4.7%[76.3 µM]
> CCOC(=O)C1(C)C=C(Nc2cccc(C(=O)O)c2)C(=O)N1c1ccccc1 (configuration not stated)
  12.6µM*	3.2%[76.3 µM]
> Cc1ccc(Cl)cc1N1CCN(C(=O)c2cn(CC(C)C)c(=O)c3c2c2ccccc2n3C)CC1
  13.2%	-1.9%[76.3 µM]
> CCC1CCc2nc3sc(C(=O)Nc4ccc(F)c(Cl)c4)c(N)c3cc2C1 (configuration not stated)
  1.8%	12.0%[76.3 µM]
> Cc1ccc(NC(=O)Cn2c(=O)n(CC(=O)NCCc3ccccc3)c(=O)c3ccccc32)cc1
  -10.2%	-6.1%[76.3 µM]
> CC(=O)Nc1ccc(NC(=O)c2ccc3c(c2)CCN3S(=O)(=O)c2ccc(C)cc2)cc1
  6.3%	11.6%[76.3 µM]
> Cc1ccc(S(=O)(=O)c2cnc(SCC(=O)Nc3cccc(Cl)c3)nc2N)cc1C
  15.0%	-1.0%[76.3 µM]
> CCc1ccccc1NC(=O)Cn1nnc(C(=O)OC)c1C(=O)OC
  -2.9%	21.1%[76.3 µM]
> CCc1cccc(NC(=O)CCc2nc3cccnc3n2Cc2ccc(OC)cc2)c1
  -4.2%	15.2%[76.3 µM]
> COc1cccc(-c2nnc(-c3cc4cc(Cl)ccc4oc3=O)o2)c1
  4.7%	-9.1%[76.3 µM]
> Cc1ccc2nc(Cl)c3cc(C(=O)N(C)C4CCCCC4)sc3c2c1
  -2.4%	-6.5%[76.3 µM]
> COc1ccc(-c2noc(CSc3nnc(-c4ccncc4)n3-c3ccc(OC)cc3)n2)cc1
  -39.5%[inhibitor]	-14.0%[76.3 µM]
> CCOC(=O)C1CCN(C(=O)Cn2ncc3c4ccccc4n(C)c3c2=O)CC1
  -4.6%	3.9%[76.3 µM]
> O=c1oc2ccccc2n1CCCOc1ccccc1Cl
  20µM*	14.6%[76.3 µM]
> CCSc1ncc(Cl)c(C(=O)Nc2nc3ccc(Cl)cc3s2)n1
  2.6%	3.8%[76.3 µM]
> CCOc1ccc(NC(=O)Cn2cc(S(=O)(=O)c3ccc(C)cc3)c(=O)c3cc(F)ccc32)cc1
  4.9%	1.9%[76.3 µM]
> COc1ccccc1C(=O)N(Cc1ccco1)Cc1ccccc1F
  -15.7%	18.6%[76.3 µM]
> Cc1ccc(C)c(N2CCN(C(=O)c3ccc4c(Cl)c5c(nc4c3)CCCC5)CC2)c1
  -7.4%	-11.0%[76.3 µM]
> Fc1ccc(N2CCN(c3ncnc4c3nc3n4CCCC3)CC2)cc1
  -49.8%[inhibitor]	-10.2%[76.3 µM]
> Cc1ccc(-n2c3nc(=O)n(C)c(=O)c-3cc3ccccc32)c(C)c1
  -2.7%	-3.5%[76.3 µM]
> CCOc1ccc2nc(NC(=O)c3nc(SCc4ccc(C)cc4)ncc3Cl)sc2c1
  2.9%	16.5%[76.3 µM]
> CC(C)CNc1nc(Oc2ccc(OCC(N)=O)nn2)nc(N2CCOCC2)n1
  5.4%	-14.6%[76.3 µM]
> CCc1ccccc1NC(=O)NC(CC)Cn1nnc2ccccc2c1=O (configuration not stated)
  5.4%	7.2%[76.3 µM]
> Cc1cccc(NC(=O)C2CCCN(S(=O)(=O)c3cnc[nH]3)C2)c1C (configuration not stated)
  2.2%	-6.9%[76.3 µM]

# Quoted from the results shown (15 entries):
# Every second line gives: SMN2 splice enh	GAA glycogen
> COc1cccc(-c2nnc(-c3cc4cc(Cl)ccc4oc3=O)o2)c1
  4.7%	-9.1%[76.3 µM]
> Cc1ccc2nc(Cl)c3cc(C(=O)N(C)C4CCCCC4)sc3c2c1
  -2.4%	-6.5%[76.3 µM]
> COc1ccc(-c2noc(CSc3nnc(-c4ccncc4)n3-c3ccc(OC)cc3)n2)cc1
  -39.5%[inhibitor]	-14.0%[76.3 µM]
> CCOC(=O)C1CCN(C(=O)Cn2ncc3c4ccccc4n(C)c3c2=O)CC1
  -4.6%	3.9%[76.3 µM]
> O=c1oc2ccccc2n1CCCOc1ccccc1Cl
  20µM*	14.6%[76.3 µM]
> CCSc1ncc(Cl)c(C(=O)Nc2nc3ccc(Cl)cc3s2)n1
  2.6%	3.8%[76.3 µM]
> CCOc1ccc(NC(=O)Cn2cc(S(=O)(=O)c3ccc(C)cc3)c(=O)c3cc(F)ccc32)cc1
  4.9%	1.9%[76.3 µM]
> COc1ccccc1C(=O)N(Cc1ccco1)Cc1ccccc1F
  -15.7%	18.6%[76.3 µM]
> Cc1ccc(C)c(N2CCN(C(=O)c3ccc4c(Cl)c5c(nc4c3)CCCC5)CC2)c1
  -7.4%	-11.0%[76.3 µM]
> Fc1ccc(N2CCN(c3ncnc4c3nc3n4CCCC3)CC2)cc1
  -49.8%[inhibitor]	-10.2%[76.3 µM]
> Cc1ccc(-n2c3nc(=O)n(C)c(=O)c-3cc3ccccc32)c(C)c1
  -2.7%	-3.5%[76.3 µM]
> CCOc1ccc2nc(NC(=O)c3nc(SCc4ccc(C)cc4)ncc3Cl)sc2c1
  2.9%	16.5%[76.3 µM]
> CC(C)CNc1nc(Oc2ccc(OCC(N)=O)nn2)nc(N2CCOCC2)n1
  5.4%	-14.6%[76.3 µM]
> CCc1ccccc1NC(=O)NC(CC)Cn1nnc2ccccc2c1=O (configuration not stated)
  5.4%	7.2%[76.3 µM]
> Cc1cccc(NC(=O)C2CCCN(S(=O)(=O)c3cnc[nH]3)C2)c1C (configuration not stated)
  2.2%	-6.9%[76.3 µM]

# Exported as labelled records: part of the list above.
canonical_smiles: CC(=O)Nc1ccc(NC(=O)c2ccc3c(c2)CCN3S(=O)(=O)c2ccc(C)cc2)cc1
  SMN2 splice enh: 6.3%; GAA glycogen: 11.6%[76.3 µM]
canonical_smiles: Cc1ccc2nc(Cl)c3cc(C(=O)N(C)C4CCCCC4)sc3c2c1
  SMN2 splice enh: -2.4%; GAA glycogen: -6.5%[76.3 µM]

# Further compounds:
# Every second line gives: SMN2 splice enh	GAA glycogen
> Cc1ccccc1OCC(=O)Nc1c(C)ccc2nsnc12
  -14.1%	-4.3%[76.3 µM]
> COc1ccc(N2CCN(c3oc(/C=C/c4ccccc4OC)nc3C#N)CC2)cc1
  -1.0%	10.9%[76.3 µM]
> Cc1ccc(C)c(N2CCN(S(=O)(=O)c3cc(Br)cc4c3N(C(=O)C3CC3)CC4)CC2)c1
  1.5%	-6.0%[76.3 µM]
> c1csc(-c2nc3ccccn3c2Nc2ccc3c(c2)OCCO3)c1
  -4.9%	12.6µM*
> CC1=C(C(=O)Nc2ccccc2)C(c2ccncc2)n2nc(SCc3ccccc3Cl)nc2N1 (configuration not stated)
  11.7%	-11.3%[76.3 µM]
> CC(=O)c1ccccc1OCC(O)Cn1c(CO)nc2ccccc21 (configuration not stated)
  5.6%	-11.5%[76.3 µM]
> COc1cc2ncc(C(=O)c3ccc(C)cc3)c(N3CCCCC3)c2cc1OC
  -55.4%[inhibitor]	-10.0%[76.3 µM]
> Cc1cc(Cl)ccc1OCC(=O)N(Cc1ccco1)Cc1ccccc1F
  -38.6%[inhibitor]	14.3%[76.3 µM]
> Cc1ccc2c(c1)-c1c(cnn1CC(=O)N1CCN(c3ccccc3F)CC1)CO2
  16.2%	17.8%[76.3 µM]
> COc1cc(NC(=O)c2noc3c2CCc2ccccc2-3)cc(OC)c1OC
  -28.9%	-16.3%[76.3 µM]
> Cc1ccc(NC(=O)CN2C(=O)C(c3ccccc3)=NC2(C)C)cc1C
  1.7%	14.0%[76.3 µM]
> O=C(CCS(=O)(=O)c1cc(Br)cc2c1N(C(=O)C1CC1)CC2)Nc1ccc(C(F)(F)F)cc1
  1.6%	2.9%[76.3 µM]
> Cc1ccc2c(CC(=O)Nc3c(C(=O)c4ccc(C)c(F)c4)oc4ccccc34)coc2c1
  -1.8%	-13.4%[76.3 µM]
> COc1cc(Cn2c(=O)sc3ccccc32)ccc1OCCC(C)C
  -19.4%	4.4%[76.3 µM]
> COc1cccc(N2CCN(C(=O)c3cc4c(=O)oc5ccc(C)cc5c4s3)CC2)c1
  3.3%	1.9%[76.3 µM]
> CCCCOc1ccc(C(=O)Nc2ccc(-c3cc4ccccc4oc3=O)cc2)cc1
  5.7%	-5.0%[76.3 µM]
> CCc1ccc(-n2nc(CO)c(C(=O)NCc3ccccc3OC)n2)cc1
  15.6%	16.4%[76.3 µM]
> CCOC(=O)CSc1nc2cc(OC)c(OC)cc2c2nc(-c3ccccc3)nn12
  3.9%	-6.3%[76.3 µM]
> CCOC(=O)c1cnc2c(ccc3ccccc32)c1Nc1ccccc1OC
  -7.1%	14.1%[76.3 µM]
> CCCCOc1ccc(C2c3c(-c4ccccc4O)n[nH]c3C(=O)N2Cc2ccncc2)cc1OC (configuration not stated)
  -0.4%	-12.2%[76.3 µM]
> Cc1cc2oc(C(=O)Nc3sc4c(c3C(=O)NCC3CCCO3)CCCC4)cc(=O)c2cc1C (configuration not stated)
  -9.8%	-5.7%[76.3 µM]
> Cc1ccccc1C(=O)Oc1cc(-c2ccc3c(c2)OCO3)cc(=O)c2c(C)oc(C)c12
  -4.9%	5.6%[76.3 µM]
> O=S(=O)(c1ccc(Br)cc1)c1nc(-c2ccco2)oc1SCc1ccccc1Cl
  19.8%	-3.4%[76.3 µM]
